hIAP act = increases human intestinal alkaline phosphatase activity; purified human IAP, CDP-Star luminescence, 30 min; hits give high values; 1 = vehicle-only enzyme, 0 = enzyme-free background; activation factor at 10 µM; 0.16% of 330,000 active;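 active = activation factor of the enzyme at least 2-fold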; also: the source names both 10 and 20 µM as test concentration; values of inactives mirror those of a sister screen read the other way
Target sequence (P09923 whole entry, looked up): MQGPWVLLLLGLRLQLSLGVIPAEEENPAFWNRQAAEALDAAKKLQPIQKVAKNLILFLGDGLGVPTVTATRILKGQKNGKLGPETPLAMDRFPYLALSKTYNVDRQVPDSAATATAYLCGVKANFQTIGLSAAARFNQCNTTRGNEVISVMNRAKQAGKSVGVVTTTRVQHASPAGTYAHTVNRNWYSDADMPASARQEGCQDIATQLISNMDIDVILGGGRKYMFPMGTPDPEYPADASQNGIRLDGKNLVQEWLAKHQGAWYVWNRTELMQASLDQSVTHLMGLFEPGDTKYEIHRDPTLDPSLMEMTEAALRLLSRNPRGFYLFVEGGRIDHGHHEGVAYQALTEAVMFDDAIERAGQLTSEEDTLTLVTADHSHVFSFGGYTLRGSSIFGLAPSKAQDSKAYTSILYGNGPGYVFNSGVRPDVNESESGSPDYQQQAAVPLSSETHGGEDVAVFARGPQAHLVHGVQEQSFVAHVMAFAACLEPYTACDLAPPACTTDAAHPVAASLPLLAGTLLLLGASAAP
SENP1 FRET inh = inhibitors of human SENP1 SUMO protease catalytic domain; Q9P0U3; 0.21% of 360,000 active; inhibition, % at 10 µM; recombinant SENP1 catalytic domain, CyPet-SUMO1-YPet FRET cleavage;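 active = inhibition at least 30% at 10 µM, raw YFP signal under a set limit, fluorescence ratio 0.5 to 1.5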;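 also: 0% = enzyme with DMSO and 100% = no enzyme wells; some results filed as inactive read as strong as hits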
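Controls: no-enzyme wells low, DMSO-plus-enzyme wells high control. Test system: human recombinant His6-tagged SENP1 catalytic domain enzyme. Reagent: SFCypet-SUMO1-SFYpet FRET protein substrate, 25 nM final. Doses: one dose per compound, 10 µM, 0.5% DMSO. Detection: FRET, CFP and YFP emission. Timing: 50 min reaction at room temperature.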
SENP6 block = SENP6 protease inhibition. Recombinant SENP6 catalytic domain, aminoluciferin luminescence. inhibition, % at 10 µM. 1.8% of 330,000 active. Q9GZR1;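 active = inhibition above about 50% at the single tested dose, limit read from the data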;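 also: plate controls were DMSO wells with enzyme for no effect and DMSO wells lacking enzyme for full effect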
ATG4B inhibitor = blocks human ATG4B protease cleavage of LC3 substrate; ATG4B cleavage of LC3-PLA2, NBD-HPC fluorescence, 1 h; inhibition, % at 8.33 µM; 0.51% of 340,000 active; AID 504462; in the data active = inhibition above about 40%
Target sequence (Q9Y4P1 whole entry, looked up): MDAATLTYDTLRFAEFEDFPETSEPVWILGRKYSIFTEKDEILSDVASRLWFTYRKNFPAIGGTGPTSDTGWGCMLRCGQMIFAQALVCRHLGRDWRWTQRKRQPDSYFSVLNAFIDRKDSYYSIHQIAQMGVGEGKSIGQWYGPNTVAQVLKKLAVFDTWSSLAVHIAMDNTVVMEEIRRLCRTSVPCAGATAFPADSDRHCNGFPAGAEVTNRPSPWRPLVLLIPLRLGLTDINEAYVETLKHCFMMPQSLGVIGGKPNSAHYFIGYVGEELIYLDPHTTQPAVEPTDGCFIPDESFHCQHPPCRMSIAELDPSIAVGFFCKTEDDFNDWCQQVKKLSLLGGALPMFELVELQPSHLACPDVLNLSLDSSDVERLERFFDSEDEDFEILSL
PfGluPho inh = PfG6PD (Plasmodium falciparum) enzyme inhibition; PfGluPho enzyme, NADPH resazurin-diaphorase fluorescence; inhibition, % at 20 µM; 0.78% of 350,000 active; AID 504690;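 active = inhibition reaching at least a set limit at 20 µM in the primary screen, cut at about 59% in these data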;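 also: 0% = DMSO wells with substrate and 100% = DMSO wells lacking glucose-6-phosphate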
SENP8 block = SENP8 (human) protease inhibition | Q96LD8 | recombinant SENP8, Nedd8 substrate fluorescence | inhibition, % at 20 µM | 0.64% of 360,000 active | AID 602440; in the data active = inhibition mostly above about 40%, no sharp cut-off; inactive = mostly below about 27%
NR3A LBD binder = modulators (binders) of human NR3A ligand-binding domain; NR3A LBD differential scanning fluorimetry, Tm shift; 0% = protein alone, 100% = glycine-bound protein; Tm shift relative to glycine control, % at 25 µM; 2.5% of 340,000 active; AID 1259313;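 active = melting temperature shift of at least 10% of the positive control shift, at one fixed dose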
MPTP inh = blocks calcium-induced mitochondrial swelling. isolated mouse mitochondria, Ca2+ swelling absorbance, 30 min. inhibition, % at 10 µM. 1.4% of 360,000 active;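 active = inhibition of 50% or more, scaled per plate between neutral and stimulator controls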;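 also: 0% = DMSO wells given calcium and 100% = 1 mM EGTA wells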
Active calls of the source: *; . = not tested or not shown.

SMILES | hIAP act | SENP1 FRET inh | SENP6 block | ATG4B inhibitor | PfGluPho inh | SENP8 block | NR3A LBD binder | MPTP inh
CC1(C)CC(=O)C=C(C(=O)NC2CCCc3c2cnn3-c2cc(F)cc(F)c2)O1 (stereo not given) | 1.14 | 0.8 | -9.9 | 2.2 | -1.4 | 7.1 | -1.6 | -0.7
Cc1ccccc1Nc1nc(N)nc(CN(C)Cc2ccccc2Cl)n1 | 1.29 | -4.8 | -2.8 | -11.7 | 16.9 | -0.1 | -1.5 | -0.7
CCOC(=O)N1CCN(c2c(NCCCN(C)c3ccccc3)c(=O)c2=O)CC1 | 0.983 | 1.6 | -6.5 | -5.7 | 25.4 | 10.5 | -1.0 | -1.7
CC(=C/C(=O)O)/C=C/c1ccc(Cl)o1 | 0.908 | 2.3 | 7.9 | -0.8 | 2.5 | -0.8 | -1.3 | -2.2
Cn1cnnc1SC(C(=O)Nc1cccc(C(F)(F)F)c1)c1ccccc1 (stereo not given) | 1.34 | -1.5 | -10.2 | -3.9 | -1.9 | 21.9 | -2.8 | -0.9
COc1ccc(CNc2ncnc3ccccc23)cc1 | 0.979 | -5.3 | -23.6 | -0.9 | -11.5 | -6.2 | -0.2 | 70.5*
COc1ccc(C2CC(c3ccc(OC)cc3OC(C)=O)=NN2C(=O)c2ccccc2)cc1 (stereo not given) | 1.08 | 1.4 | -11.5 | -5.8 | 2.4 | 5.0 | -2.0 | -0.2
Cc1ccccc1C(=O)Nc1ccc(N2CCOCC2)nc1 | 0.858 | 0.5 | -19.0 | 1.2 | 0.0 | 3.0 | 0.8 | 1.7
C=CCn1c(Cc2ccc(OC)cc2)nnc1SCc1nc2ccccc2c(=O)[nH]1 | 0.801 | 0.7 | -8.7 | -15.6 | -2.1 | 10.4 | 1.5 | 0.9
O=C(NNC(=S)Nc1ccc(Cl)cc1)c1ccccc1OC(F)F | 1.89 | 1.1 | 7.3 | -0.4 | -13.6 | -2.2 | 0.5 | 72.7*
O=C(Nc1cccc(Br)c1)/C(=C\c1cccnc1)NC(=O)c1ccco1 | 1.07 | -0.4 | -11.2 | -3.9 | -6.5 | -0.7 | 1.0 | 0.1
CC(NC(=O)COc1ccccc1Cl)c1ccccc1 (stereo not given) | 1.07 | 1.1 | -8.6 | -0.2 | 13.6 | 12.3 | -0.2 | -0.5
COc1ccc(N(CC(=O)Nc2ccc3c(c2)OCCO3)S(C)(=O)=O)c(OC)c1 | 1.01 | -0.5 | -9.7 | -9.4 | 8.7 | 11.6 | 0.7 | -0.7
CCCn1nc(C(=O)NNC(=O)c2cccc(C)c2)c2ccccc2c1=O | 1.44 | 2.0 | 5.4 | -9.7 | 6.0 | 3.3 | -0.2 | -1.0
O=C(CN(c1ccc(Cl)cc1)S(=O)(=O)c1ccccc1)N/N=C/c1ccco1 | 1.09 | 1.1 | 17.0 | -0.8 | -27.1 | -0.3 | -2.5 | -5.4
Cc1ccc2c(COC(=O)CNC(=O)c3ccco3)cc(=O)oc2c1C | 1.04 | -1.5 | -6.5 | -1.9 | -8.2 | -9.1 | 3.1 | -0.2
Cc1ccc(S(=O)(=O)N2CCN(C3CC(=O)N(Cc4ccccc4)C3=O)CC2)cc1C (stereo not given) | 1.13 | -2.3 | -6.0 | -4.3 | -18.5 | -2.7 | -1.5 | 0.0
CN1c2ccccc2C(=O)NC1c1ccc(Cl)cc1 (stereo not given) | 0.948 | -14.6 | -9.4 | -6.6 | -7.1 | -412.6 | 0.6 | -2.7
COc1ccc(C)cc1S(=O)(=O)NCCC1=CCCCC1 | 1.05 | 0.7 | 18.7 | -5.8 | -14.3 | 13.8 | 1.0 | -3.4
Cc1cc(-n2cccn2)ccc1CN1CCN(CC(C)C)C(CCO)C1 (stereo not given) | 1.04 | 1.6 | 7.6 | 4.8 | -21.5 | 10.9 | 0.8 | 2.3
Cc1ccc(S(=O)(=O)NCc2cccnc2)cc1 | 1.28 | -0.1 | 2.6 | 1.9 | 27.7 | 9.5 | 1.4 | 0.0
Cc1ccc2cc([N+](=O)[O-])ccc2n1 | 0.966 | 1.1 | -15.2 | -5.8 | 6.1 | 1.4 | 4.8 | 2.5
CC1(C)SC2c3ccccc3C(=O)N2[C@@H]1C(=O)NCc1ccco1 (stereo not given in full) | 0.911 | 0.8 | -8.8 | -5.0 | 13.4 | 17.2 | -2.5 | -0.2
Cc1cc(NS(=O)(=O)c2ccc(NC(=S)NC(=O)c3ccc(C(C)(C)C)cc3)cc2)no1 | 0.959 | 0.7 | 16.1 | -11.7 | 2.5 | 9.0 | -6.7 | 21.5
COc1ccc(OCCOC(=O)CN2C(=O)NC3(CCCC3)C2=O)cc1 | 1.04 | 2.5 | -22.9 | 2.8 | 5.5 | 26.4 | 0.3 | -0.2
CCOC(=O)c1sc(NC(=O)C2CCC2)cc1C | 0.955 | -2.7 | 3.9 | 1.2 | -2.6 | -15.3 | -2.2 | 3.8
CCC1CCCCN1CC(=O)Nc1ccc2c(c1)OCCO2 (stereo not given) | 0.991 | -1.8 | 1.0 | -2.4 | 4.8 | 7.8 | 3.8 | 0.5
COc1ccccc1CNC(=O)CCN1C(=O)COc2ccc(C)cc21 | 0.997 | -0.9 | -2.5 | 3.4 | -15.7 | 13.8 | -0.9 | 1.8
CCN(c1ccccc1)c1nc2nonc2nc1NCCO | 0.965 | -10.7 | -12.7 | 0.5 | 0.6 | 17.3 | -1.2 | 1.1
CC1(C)OC2OC3C(CNCCO)OC(c4ccccc4)OC3C2O1 (stereo not given) | . | 2.8 | . | 3.1 | -5.8 | 13.2 | -1.0 | -1.1
Cc1ccc(CN(C(=O)c2cc(=O)c3cc(Cl)c(C)cc3o2)C2CCS(=O)(=O)C2)cc1 (stereo not given) | 1.05 | 2.9 | -11.6 | -2.2 | 11.3 | 3.2 | 1.7 | -1.3
CCN1CC=C2C(C#N)=C(N)C(C#N)(C#N)[C@H](c3cccc(OC)c3OC)[C@H]2C1 | 0.982 | -23.4 | -13.8 | 6.6 | -2.5 | -227.3 | 2.3 | -1.5
N#C/C(=C\c1ccc(OCCN2CCOCC2)cc1)C(=O)Nc1ccc(S(N)(=O)=O)cc1 | 0.896 | -22.0 | 1.8 | 3.1 | -3.5 | -14.4 | -0.4 | -0.5
COc1ccccc1NS(=O)(=O)c1cccc(C(=O)N/N=C(\C)c2ccc3c(c2)OCCO3)c1 | 1.12 | 2.8 | 3.0 | -12.7 | -16.4 | 14.0 | 1.7 | 1.9
O=C(Nc1ccc2c(c1)OCCO2)c1cccnc1 | 1.08 | 0.6 | -9.2 | -6.9 | -10.8 | 21.8 | 1.7 | 0.4
O=C(CSc1nc(-c2ccccc2)cs1)N1CCc2ccccc21 | 0.985 | 4.6 | -9.0 | -2.9 | -11.9 | 15.6 | -0.4 | 2.6
Cc1ccc(C(=O)NCC(=O)NCC(=O)OCC(=O)c2ccc([N+](=O)[O-])cc2)cc1 | 0.964 | 1.5 | -10.4 | 2.7 | 63.3* | 11.0 | -4.5 | 2.6
Cc1cccc(CN2CCc3c([nH]c4ccccc34)C2)c1 | 1.04 | -7.3 | 2.8 | 14.7 | 5.5 | -14.1 | 3.5 | -0.4
CCOc1ccc(/C=C/C(=O)c2c(O)c3ccccc3oc2=O)cc1 | 0.911 | -2.4 | -5.8 | -1.9 | -11.2 | -130.8 | -0.7 | -5.1
O=C(O)c1ccc(N/N=C/c2cn(Cc3ccc(F)cc3)c3ccccc23)cc1 | 0.868 | -8.0 | 51.6* | 13.6 | -22.4 | -431.4 | -5.7 | 6.6
N#CCC(=O)Nc1ccc(C(=O)NNC(=S)NC2CC2)cc1 | 1.35 | -1.8 | -21.7 | 6.2 | 6.3 | 13.8 | -1.7 | -1.4
C=CC(=O)NC(NC(=O)C=C)c1ccc(Br)cc1 | 1.05 | 2.9 | 3.2 | 3.1 | -4.6 | 10.7 | -1.2 | 6.6
O=C(CNC(=O)c1ccc(Cl)c([N+](=O)[O-])c1)OC1CCCCC1=O (stereo not given) | 0.936 | 2.2 | 8.2 | -2.7 | 8.6 | 8.6 | -0.3 | -0.3
O=C(COC(=O)CCCN=C1NS(=O)(=O)c2ccccc21)NC(=O)NC1CCCC1 | 0.991 | 1.4 | -1.2 | -3.1 | 9.3 | 15.5 | -1.2 | 1.9
O=C(CSc1ccccn1)N1CCN(c2ccccc2)CC1 | 1.16 | -16.1 | 5.2 | 10.7 | 18.3 | 12.6 | 4.9 | -1.0
CC(=O)Nc1ccc(O)c(-c2nc3ccccc3s2)c1 | 1.18 | -24.5 | -8.8 | -2.7 | -5.4 | -400.7 | 4.7 | 3.5
Cc1cc(S(=O)(=O)N2CCCCC2CCNC(=O)C(=O)NC2CC2)ccc1F (stereo not given) | 0.995 | 2.9 | 2.2 | -4.5 | 6.0 | 4.9 | -0.3 | 0.1
CC(C)CCNC(=O)C1CCN(S(=O)(=O)c2ccc3c(c2)CCC(=O)N3)CC1 | 1.12 | 3.7 | -15.1 | -9.2 | -4.2 | 2.3 | -2.5 | -0.2
CC(=O)c1c(C)[nH]c(C(=O)N2CCN(S(=O)(=O)c3ccc(F)c(F)c3)CC2)c1C | 1.13 | -0.1 | -3.7 | -6.5 | 7.5 | 10.3 | 0.8 | -1.9
COc1ccc(CCN2C(=O)c3ccncc3C2=O)cc1OC | 2.39* | 3.6 | -18.5 | -9.6 | 1.9 | 9.9 | 1.0 | 0.8
CC(=O)Nc1ccc(C)c(NS(=O)(=O)c2cccc(C(F)(F)F)c2)c1 | 1.37 | 3.3 | 3.3 | -11.4 | 2.3 | 15.6 | 3.5 | 1.3
Cn1ccsc1=NC(=O)c1ccc(Cl)c([N+](=O)[O-])c1 | 0.918 | 1.1 | 1.6 | 7.3 | -6.5 | 4.5 | -1.3 | 0.3
COC(=O)C1CCN(C(=O)c2sc3nc(-c4ccc(F)cc4)cn3c2C)CC1 | 0.921 | 1.9 | 0.8 | 2.2 | 9.6 | 20.1 | 2.0 | 2.0
Cc1cccc(-n2cnc(C(=O)N3CCN(C)CC3)c2)n1 | 1.09 | 0.7 | 5.8 | 7.3 | 3.5 | 1.8 | -1.7 | -4.6
CCc1sc(N(C(=O)Cc2ccccc2)c2ccc(F)cc2)nc1-c1ccccc1 | 0.89 | -0.4 | -32.6 | 0.5 | -2.5 | 17.6 | -0.5 | 2.3
Cc1ccc(S(=O)(=O)Nc2ccc3c(c2)CC(=O)N([C@H](C)CO)C[C@H](C)[C@H](CN(C)Cc2ccc4c(c2)OCO4)O3)cc1 | 1.09 | 1.7 | -4.6 | -16.1 | 12.4 | 8.7 | -14.0 | -0.1
Cc1cc(C)c(C#N)c(SCC(=O)NC(C)(C)C)n1 | 0.963 | 3.1 | 11.4 | 3.8 | -4.5 | -1.7 | -1.2 | 0.1
CC(C)(C)CN1CCC(n2nccc2NC(=O)c2ccccc2Cl)CC1 | 0.998 | -0.4 | 8.1 | 0.0 | -4.5 | 0.9 | 0.9 | -2.2
O=C1NC(Cc2ccc(O)cc2)c2nc3cc(Cl)ccc3c(=O)n2-c2cc3ccccc3cc21 (stereo not given) | . | -2.7 | . | . | -17.1 | -15.6 | . | -0.3
COc1ccc(C(=O)OCC(=O)N(Cc2ccccc2)Cc2ccccc2)c(O)c1 | . | -0.9 | . | . | 1.4 | 3.5 | . | -0.9

Taken from above:
Reading of O=C(CSc1ccccn1)N1CCN(c2ccccc2)CC1 under NR3A LBD binder: 4.9
Reading of C=CC(=O)NC(NC(=O)C=C)c1ccc(Br)cc1 under SENP1 FRET inh: 2.9
Reading of CC(=O)Nc1ccc(O)c(-c2nc3ccccc3s2)c1 under PfGluPho inh: -5.4

Assay outcomes deposited in PubChem BioAssay by Sanford-Burnham Center for Chemical Genomics.
